Screening results deposited in PubChem BioAssay by National Center for Advancing Translational Sciences (NCATS).
SMN2 splice enh: SMN2 splice variant enhancement; HEK293 SMN2-luciferase splicing reporter, luminescence, 30-36 h; AID 1458; Potency, µM (titrated, usually from 46.1 µM), inactives show top-dose activity change, positive = activation, actives largely listed as activators; 2.8% of 210,000 active; further: % of control where 0% means no effect; nearly all actives have a fitted effect of over 55% in size
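HEK293 cells carry an SMN2 minigene-luciferase reporter in which exon 7 inclusion puts luciferase in frame. Cells were seeded at 2000 cells/well, attached for 10-12 hours, then exposed to compounds for 30-36 hours at 37C before ONE-Glo luminescence.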
JMJD2E inh: JMJD2E (human) inhibition. Potency, µM (doses to about 57.1 µM), for the others: at the top dose activity change, negative = inhibition, usual class: inhibitors. B2RXH2. 1.6% of 230,000 active. JMJD2E catalytic domain, FDH-coupled NADH fluorescence (FDH is formaldehyde dehydrogenase); active means well fitted inhibition curve with a large enough effect, not every such curve was filed as active; inconclusive means small, poorly fitted or top-dose-only effect, or another doubt; inactive means no such curve, though single readings can be large or run the other way;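 further: 0% = wells with enzyme and -100% = buffer wells without enzyme; nearly all actives have a fitted effect of over 50% in size; many of its hits are not listed in these tables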
RECQ1 helicase: blocks DNA unwinding by human RECQ1; 0.54% of 240,000 active; RECQ1 DNA unwinding, red fluorescence kinetic read; AID 2549; Potency, µM (doses to about 57.3 µM), for inactives: at the top dose activity, negative = inhibition, hits mostly inhibitors;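 further: plate controls were vehicle for no effect and no enzyme for full effect; nearly all actives have a fitted effect of over 30% in size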
Target sequence (P46063 whole entry, looked up): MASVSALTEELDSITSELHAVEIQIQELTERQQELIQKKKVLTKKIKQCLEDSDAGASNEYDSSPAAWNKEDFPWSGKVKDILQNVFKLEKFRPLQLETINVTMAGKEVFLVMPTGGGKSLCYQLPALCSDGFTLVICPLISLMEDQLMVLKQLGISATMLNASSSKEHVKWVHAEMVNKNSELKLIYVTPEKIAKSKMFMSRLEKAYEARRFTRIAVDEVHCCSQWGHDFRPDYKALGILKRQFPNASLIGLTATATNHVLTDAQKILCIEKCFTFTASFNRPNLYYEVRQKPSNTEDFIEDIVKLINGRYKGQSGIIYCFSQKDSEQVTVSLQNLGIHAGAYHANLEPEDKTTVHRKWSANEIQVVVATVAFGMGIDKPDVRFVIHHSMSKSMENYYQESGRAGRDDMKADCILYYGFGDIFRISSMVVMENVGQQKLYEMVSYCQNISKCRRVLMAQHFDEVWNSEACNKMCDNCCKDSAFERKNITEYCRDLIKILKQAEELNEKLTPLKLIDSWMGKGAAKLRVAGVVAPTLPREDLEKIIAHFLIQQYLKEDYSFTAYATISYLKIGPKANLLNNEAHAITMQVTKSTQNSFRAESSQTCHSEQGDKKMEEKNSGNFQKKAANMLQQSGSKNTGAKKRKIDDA
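RECQ1T1 50 nM; forked duplex (20 bp + 30-nt ss tails) 200 nM, ATP 2 mM final; pH 8.0, 2 mM MgCl2, 2.5 ug/ml poly(dI-dC); 15 min compound preincubation; discontinuous kinetic read over 2 h at RT.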
LMNA splice mod: LMNA splicing modulation; HeLa LMNA splicing GFP/RFP minigene ratio, 48 h; Potency, µM (top dose mostly 46.1 µM), inactives show at the highest dose ratio change, negative = inhibition, usual class: inhibitors; 0.01% of 200,000 active; active means well fitted inhibition curve with a large enough effect in the signal ratio, with a control signal flat, not every such curve was filed as active; inconclusive means small, poorly fitted or top-dose-only effect, or effect the other way, or a change in a side signal; the % refers to the signal ratio; further: on the % scale 0 is the no-effect control and ±100 the full control effect
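S3 HeLa cells stably expressing lamin A-EGFP splicing minigene plus DsRed2, 600 cells/well, 48 h compound exposure at 37C. Laser-scanning cytometry; analysed as GFP (500-530 nm)/RFP (575-640 nm) total intensity ratio; 0.5% DMSO vehicle.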
GoLoco inh red: blocks human Gai1 binding to RGS12 GoLoco peptide, red readout; P63096; Gai1:RGS12 GoLoco peptide FP, rhodamine, 10 min; Potency, µM (top dose mostly 61.6 µM), without a hit: at the highest dose activity, negative = inhibition, usual class: inhibitors; 0.44% of 230,000 active; active means well fitted inhibition curve with a large enough effect, not every such curve was filed as active; inactive means no such curve, though single readings can be large or run the other way; further: on the % scale 0 is the no-effect control and ±100 the full control effect; nearly all actives have a fitted effect of over 30% in size; many of its hits are not listed in these tables
TR SRC2 fluor cs: alters Texas Red total fluorescence, flagging assay interference; TRb/SRC2 Texas Red total fluorescence interference; Potency, µM (top dose mostly 106 µM), for inactives: at the highest dose fluorescence change, negative = quenching; AID 1479; 0.29% of 280,000 active; active means well fitted curve in either direction with a large enough effect; inconclusive means small, poorly fitted or top-dose-only effect; further: on the % scale 0 is the no-effect control and ±100 the full control effect
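Human TRβ ligand-binding domain (0.6 uM) and Texas Red SRC2 peptide (20 nM) in Tris buffer with 1 uM T3 and 5% DMSO were incubated with pinned compound for 5 hr at ambient temperature. Total fluorescence was computed as S + 2P (555/632 nm).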
TRb SRC2 PPI: disrupts binding of human TR beta to SRC2; P10828; TRbeta-SRC2 peptide binding, fluorescence polarization; receptor liganded with 1 µM T3; Potency, µM (series often up to 106 µM), for inactives: at the top dose activity change, negative = inhibition, usual class: inhibitors; 0.065% of 280,000 active;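 further: plate controls were bound peptide for no effect and peptide without receptor for full effect; nearly all actives have a fitted effect of over 50% in size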
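Quantitative HTS by FP: 0.6 uM TRb LBD, 20 nM labeled SRC2 20-mer, 1 uM T3, 5% DMSO; 5 hr ambient incubation; % activity per concentration and potencies from concentration series.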
ALDH1A1 inh: inhibitors of human aldehyde dehydrogenase 1A1; Purified ALDH1A1, NADH fluorescence, propionaldehyde substrate; P00352; Potency, µM (top dose mostly 75.3 µM), inactives show at the highest dose activity, negative = inhibition, most hits filed as inhibitors; 7.3% of 220,000 active; active means well fitted inhibition curve with a large enough effect, not every such curve was filed as active; inconclusive means small, poorly fitted or top-dose-only effect, or another doubt; inactive means no such curve, though single readings can be large or run the other way;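 further: plate controls were no enzyme wells and a reference inhibitor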
Target sequence (P00352 whole entry, looked up): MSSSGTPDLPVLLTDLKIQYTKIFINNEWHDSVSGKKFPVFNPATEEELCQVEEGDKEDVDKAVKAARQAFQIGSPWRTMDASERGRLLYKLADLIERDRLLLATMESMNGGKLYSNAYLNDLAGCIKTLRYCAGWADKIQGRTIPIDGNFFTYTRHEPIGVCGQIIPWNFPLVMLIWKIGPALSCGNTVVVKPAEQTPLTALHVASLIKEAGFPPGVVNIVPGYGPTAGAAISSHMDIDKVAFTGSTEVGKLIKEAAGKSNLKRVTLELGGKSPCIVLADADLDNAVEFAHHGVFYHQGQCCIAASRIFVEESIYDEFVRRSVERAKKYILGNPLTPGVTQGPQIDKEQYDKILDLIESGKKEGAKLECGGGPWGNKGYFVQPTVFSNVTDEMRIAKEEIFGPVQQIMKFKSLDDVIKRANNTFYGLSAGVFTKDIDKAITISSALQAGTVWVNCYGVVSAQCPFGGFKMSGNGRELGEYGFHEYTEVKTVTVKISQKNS
Active calls of the source: *; & = joins results of further samples; [ ] = another dose, or the depositor's remark. Unless noted, the call rests on the fitted dose curve; in most records, active means well fitted curve in the direction sought with a large enough effect; inconclusive means small, poorly fitted or top-dose-only effect, or another doubt; inactive means no such curve, though single readings can be large; an effect the other way counts as inactive or inconclusive. Potency means the concentration at half of the fitted maximal effect. The list is partial (hit frequency here may not be typical).

Results for O=[N+]([O-])c1ccc(OCc2cnc(Cl)s2)cc1 ?
SMN2 splice enh: 4%; JMJD2E inh: -9%; RECQ1 helicase: 36%; LMNA splice mod: -5%[46 µM]; GoLoco inh red: 16%; TR SRC2 fluor cs: -1%; TRb SRC2 PPI: 0%; ALDH1A1 inh: 0%

How did COc1cc2nc(N3CCN(C(=O)[C@H]4CCCO4)CC3)nc(N)c2cc1OC do in these assays?
JMJD2E inh: inconclusive; RECQ1 helicase: inactive; GoLoco inh red: 2%; TR SRC2 fluor cs: -1%; TRb SRC2 PPI: -2%; ALDH1A1 inh: inconclusive

What do the screens show for `CCOC(=O)c1c(N)sc2c1CCC(CC)C2` (configuration not stated)?
SMN2 splice enh: -15%; JMJD2E inh: 1%; RECQ1 helicase: inactive; LMNA splice mod: 8%; GoLoco inh red: 8%; TR SRC2 fluor cs: -9%; TRb SRC2 PPI: -8%; ALDH1A1 inh: inconclusive

How did COc1ccccc1CN(Cc1nc2ccccc2c(=O)[nH]1)S(=O)(=O)c1ccc(C)cc1 do in these assays?
SMN2 splice enh: -5%; JMJD2E inh: -5%; RECQ1 helicase: -9%; LMNA splice mod: inconclusive; GoLoco inh red: 9%; TR SRC2 fluor cs: -2%; TRb SRC2 PPI: -2%; ALDH1A1 inh: inconclusive

How did CC(=O)Nc1ccc(S(=O)(=O)N2CC3(C)CC2CC(C)(C)C3)cc1 (configuration not stated) do in these assays?
SMN2 splice enh: 7%; JMJD2E inh: -6%; RECQ1 helicase: -8%; LMNA splice mod: -2%[46 µM]; GoLoco inh red: 9%; TR SRC2 fluor cs: -3%; TRb SRC2 PPI: -8%; ALDH1A1 inh: inconclusive

How did CC(C)N1CCC(N2CCN(Cc3nc4ccccc4s3)CC2CCO)CC1 (configuration not stated) do in these assays?
JMJD2E inh: 10%; RECQ1 helicase: -1%; GoLoco inh red: 12%; TR SRC2 fluor cs: -2%; TRb SRC2 PPI: 8%

Results for CCC1=NN2C(=N)/C(=C\c3ccc(OCc4cc(=O)n5nc(CC)sc5n4)c(OC)c3)C(=O)N=C2S1 ?
SMN2 splice enh: 25%; JMJD2E inh: inconclusive; RECQ1 helicase: 7.1µM*; LMNA splice mod: inconclusive; GoLoco inh red: 10%; TR SRC2 fluor cs: -2%; TRb SRC2 PPI: 4%; ALDH1A1 inh: inconclusive

What do the screens show for `CCC(NS(=O)(=O)c1ccc(C)cc1)C(=O)Nc1ccc(NC(C)=O)cc1` (configuration not stated)?
SMN2 splice enh: 3%; JMJD2E inh: -3%; RECQ1 helicase: inactive; LMNA splice mod: -2%; GoLoco inh red: -1%; TR SRC2 fluor cs: 0%; TRb SRC2 PPI: -2%; ALDH1A1 inh: -3%

What do the screens show for `CCOc1cc(N2CCOCC2)c(OCC)cc1NC(=O)COC(=O)CCc1c[nH]c2ccccc12`?
SMN2 splice enh: 6%; JMJD2E inh: -25%; RECQ1 helicase: -19%; LMNA splice mod: -11%; GoLoco inh red: 5%; TR SRC2 fluor cs: -2%; TRb SRC2 PPI: -15%; ALDH1A1 inh: inconclusive

Results for COc1ccc(NC(=O)C2CCN(C(=O)c3cccs3)CC2)cc1 ?
SMN2 splice enh: 14%; JMJD2E inh: 7%; RECQ1 helicase: -2%; LMNA splice mod: -7%; GoLoco inh red: -1%; TR SRC2 fluor cs: -6%; TRb SRC2 PPI: -8%; ALDH1A1 inh: inconclusive

How did CCS(=O)(=O)CCSC(=N)N do in these assays?
SMN2 splice enh: 2%; JMJD2E inh: 9%; RECQ1 helicase: -1%; LMNA splice mod: inconclusive; GoLoco inh red: 4%; TR SRC2 fluor cs: -3%; TRb SRC2 PPI: -5%; ALDH1A1 inh: -5%

What do the screens show for `COc1ccc(CNC(=O)C2CC(=O)N(c3ccc(OCC(=O)N4C(C)CCCC4C)cc3)C2)cc1` (configuration not stated)?
SMN2 splice enh: 7%; JMJD2E inh: 1%; RECQ1 helicase: 0%; LMNA splice mod: -1%; GoLoco inh red: 7%; TR SRC2 fluor cs: -1%; TRb SRC2 PPI: -3%; ALDH1A1 inh: -1%

Results for Oc1ccccc1/C=N/Nc1nn[nH]n1 ?
JMJD2E inh: inconclusive; RECQ1 helicase: -5%; GoLoco inh red: 9%; TR SRC2 fluor cs: -7%; TRb SRC2 PPI: -5%

How did C/C(CCc1oc2ccc(Br)cc2c1-c1ccc(C)o1)=N/O do in these assays?
SMN2 splice enh: -14%; JMJD2E inh: -4%; RECQ1 helicase: -2%; LMNA splice mod: inconclusive; GoLoco inh red: -16%; TR SRC2 fluor cs: 0%; TRb SRC2 PPI: 0%; ALDH1A1 inh: inconclusive

How did CC(C)N(C)CCOC(=O)c1ccccc1Br do in these assays?
SMN2 splice enh: 13%; JMJD2E inh: 6%; RECQ1 helicase: -14%; LMNA splice mod: -2%; GoLoco inh red: 8%; TR SRC2 fluor cs: -1%[53 µM]; TRb SRC2 PPI: 9%[53 µM]; ALDH1A1 inh: 15%

Results for O=C(/C=C/c1ccc(-c2ccccc2[N+](=O)[O-])o1)c1ccco1 ?
SMN2 splice enh: 9%; JMJD2E inh: -8%; RECQ1 helicase: -10%; LMNA splice mod: -13%[46 µM]; GoLoco inh red: 3%; TR SRC2 fluor cs: -5%; TRb SRC2 PPI: -9%; ALDH1A1 inh: inconclusive

What do the screens show for `CCOc1ccc(-n2cc(C(=O)N3CCCCCC3)c3cc(OC)c(OC)cc3c2=O)cc1`?
SMN2 splice enh: -10%; JMJD2E inh: -1%; RECQ1 helicase: -6%; LMNA splice mod: 21%; GoLoco inh red: 2%; TR SRC2 fluor cs: -6%; TRb SRC2 PPI: 5%; ALDH1A1 inh: 6%

What do the screens show for `COc1ccc(/C=C/C(=O)CC(=O)/C=C/c2cccc(O)c2OC)cc1O`?
SMN2 splice enh: 21%; RECQ1 helicase: -24%; GoLoco inh red: 141%[activator]; TR SRC2 fluor cs: inconclusive; TRb SRC2 PPI: inconclusive; ALDH1A1 inh: inconclusive

How did NCCCC[C@H](N)c1nnc([C@H](CCC(=O)O)NC(=O)C2CCNCC2)o1 do in these assays?
JMJD2E inh: 0%; RECQ1 helicase: -1%; GoLoco inh red: -1%; TR SRC2 fluor cs: -1%; TRb SRC2 PPI: -5%; ALDH1A1 inh: 2%

How did COCCn1c(=O)c(C)nc2cncnc21 do in these assays?
RECQ1 helicase: inactive; LMNA splice mod: 2%; GoLoco inh red: 11%; ALDH1A1 inh: inconclusive

How did COc1cccc(C2C(C#N)=C(N)OC3=C2C(=O)CC(c2ccco2)C3)c1OCc1ccc(F)cc1 (configuration not stated) do in these assays?
SMN2 splice enh: 8%; JMJD2E inh: -8%; RECQ1 helicase: -11%; LMNA splice mod: 14%[0.0737 µM]; GoLoco inh red: 20%; TR SRC2 fluor cs: 2%; TRb SRC2 PPI: 1%; ALDH1A1 inh: -7%

What do the screens show for `O=C(c1cccc(F)c1)N1CCC2(CC1)CCN(c1ccccc1)CC2`?
SMN2 splice enh: -23%; RECQ1 helicase: -12%; GoLoco inh red: 2%; ALDH1A1 inh: -3%

Results for O=C(O)CCn1nnc(-c2ccccc2)n1 ?
SMN2 splice enh: 12%; JMJD2E inh: 7%; RECQ1 helicase: 0%; GoLoco inh red: -6%; TR SRC2 fluor cs: 1%; TRb SRC2 PPI: 2%; ALDH1A1 inh: 5%

Results for CCC(=O)n1nc(-c2ccc(Cl)cc2)nc1NCc1ccccc1 ?
SMN2 splice enh: 11%; JMJD2E inh: 1%; RECQ1 helicase: -9%; LMNA splice mod: -4%; GoLoco inh red: 6%; TR SRC2 fluor cs: -2%; TRb SRC2 PPI: 0%; ALDH1A1 inh: 6%

Results for COc1ccc2c(c1)CCc1c(C(=O)NCCCn3ccnc3)noc1-2 ?
SMN2 splice enh: -15%; JMJD2E inh: -25%; RECQ1 helicase: 1%; LMNA splice mod: -9%; GoLoco inh red: -1%; TR SRC2 fluor cs: 0%; TRb SRC2 PPI: 4%; ALDH1A1 inh: inconclusive

What do the screens show for `O=C(Nc1ncccn1)c1cc(-c2cccc(Br)c2)nc2ccccc12`?
SMN2 splice enh: -15%; JMJD2E inh: -2%; RECQ1 helicase: 1%; LMNA splice mod: inconclusive; GoLoco inh red: 10%; TR SRC2 fluor cs: 2%; TRb SRC2 PPI: -10%; ALDH1A1 inh: 11%

How did COc1cc(CN2CCN(S(=O)(=O)c3ccc(F)cc3)CC2)cc(OC)c1OC do in these assays?
SMN2 splice enh: -5%&-8%; JMJD2E inh: inconclusive; RECQ1 helicase: -8%; LMNA splice mod: -3%; GoLoco inh red: -4%; TR SRC2 fluor cs: 1%&-2%; TRb SRC2 PPI: -18%&6%; ALDH1A1 inh: inconclusive

Results for COc1ccc([N+](=O)[O-])cc1NS(=O)(=O)c1ccc(Cl)c(C(=O)Nc2sc3c(c2C#N)CCCCC3)c1 ?
SMN2 splice enh: 2%; JMJD2E inh: -9%; RECQ1 helicase: 30%; GoLoco inh red: -53%; TR SRC2 fluor cs: -1%; TRb SRC2 PPI: -1%; ALDH1A1 inh: inconclusive

What do the screens show for `CCOC(=O)Nc1nc(-c2ccc(Cl)cc2Cl)cs1`?
SMN2 splice enh: 5%; JMJD2E inh: 13%; RECQ1 helicase: -10%; LMNA splice mod: inconclusive; GoLoco inh red: 3%; TR SRC2 fluor cs: 2%; TRb SRC2 PPI: -4%; ALDH1A1 inh: 11%

Results for CCOc1cc(NC(=O)c2ccco2)c(OCC)cc1NC(=O)Cc1cccc(OC)c1 ?
SMN2 splice enh: -22%; JMJD2E inh: -7%; RECQ1 helicase: 12%; LMNA splice mod: 1%; GoLoco inh red: 8%; TR SRC2 fluor cs: 0%; TRb SRC2 PPI: -3%; ALDH1A1 inh: inconclusive

How did O=C(COC(=O)CCCc1c[nH]c2ccccc12)Nc1ccc2c(c1)OCO2 do in these assays?
SMN2 splice enh: -8%; JMJD2E inh: -7%; RECQ1 helicase: -20%; LMNA splice mod: 3%; GoLoco inh red: 4%; TR SRC2 fluor cs: 1%; TRb SRC2 PPI: -12%; ALDH1A1 inh: -16%

How did CCOC(=O)c1c(C)[nH]c(C)c1C(=O)COC(=O)c1ccccc1O do in these assays?
JMJD2E inh: 0%; RECQ1 helicase: -2%; LMNA splice mod: -1%; TR SRC2 fluor cs: 4%; TRb SRC2 PPI: -4%; ALDH1A1 inh: -5%
